TRPV1 ag: HTS Assay for Compounds that Act as Agonists of the Vanilloid Receptor 1; Transient receptor potential cation channel subfamily V member 1 (Homo sapiens), Q8NER1; TRPV1-expressing cells, Fluo-8 calcium influx, agonist mode; activation, % at 8.33 µM; hit rate 0.19% among 320,000; AID 540275, 2011; in the data active = activation above about 80%; inconclusive = between about 30% and that limit; also: 0% is about no effect
Target sequence (Q8NER1 whole entry, looked up): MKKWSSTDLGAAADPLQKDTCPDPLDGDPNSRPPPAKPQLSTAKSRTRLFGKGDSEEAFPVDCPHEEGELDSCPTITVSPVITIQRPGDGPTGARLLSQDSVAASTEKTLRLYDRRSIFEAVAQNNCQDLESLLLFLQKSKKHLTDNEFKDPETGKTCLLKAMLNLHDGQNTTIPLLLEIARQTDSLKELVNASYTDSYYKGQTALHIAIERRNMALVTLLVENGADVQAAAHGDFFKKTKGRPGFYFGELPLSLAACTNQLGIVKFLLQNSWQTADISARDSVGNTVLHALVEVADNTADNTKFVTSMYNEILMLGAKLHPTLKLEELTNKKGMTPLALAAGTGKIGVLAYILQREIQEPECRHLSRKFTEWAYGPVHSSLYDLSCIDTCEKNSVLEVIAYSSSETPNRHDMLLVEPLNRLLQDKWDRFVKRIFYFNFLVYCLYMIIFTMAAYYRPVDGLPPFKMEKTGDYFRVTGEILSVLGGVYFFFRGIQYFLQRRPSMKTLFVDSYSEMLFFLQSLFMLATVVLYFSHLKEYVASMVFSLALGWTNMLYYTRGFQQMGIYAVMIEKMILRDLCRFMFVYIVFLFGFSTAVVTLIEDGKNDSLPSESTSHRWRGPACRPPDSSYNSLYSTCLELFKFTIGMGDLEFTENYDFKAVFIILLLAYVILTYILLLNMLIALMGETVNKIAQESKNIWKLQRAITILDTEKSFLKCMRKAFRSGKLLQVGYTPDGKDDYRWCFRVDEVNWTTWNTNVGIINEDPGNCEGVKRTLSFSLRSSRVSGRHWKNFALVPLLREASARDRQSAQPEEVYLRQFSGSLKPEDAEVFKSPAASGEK
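Fluo-8 calcium influx in TRPV1-expressing cells, kinetic read (ex 480/em 520 nm). Compound added and read 3 min for agonist activity, followed by capsaicin at EC20 final and 2 min further read for enhancement.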
TSHR antagonist: Antagonists of the Thyroid Stimulating Hormone Receptor: HTS campaign; Thyrotropin receptor (Homo sapiens), P16473; TSHR-expressing cells, TSH-stimulated cAMP HTRF, 2 h; hits give low values; activity change, negative = inhibition, % at 11.5 µM; hit rate 0.2% among 330,000; AID 504810, 2011;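 active = activity change below a set negative limit, meaning inhibition stronger than a set level, cut at about -70% in these data; inconclusive = activity change between two set negative limits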; also: % is scaled to controls: 0 for no effect and ±100 for the full control effect
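Inhibition of cAMP made by TSHR-expressing cells under TSH stimulation (4nM final, EC80; 2 h, 37 deg C) is quantified with a one-step lysis HTRF kit, anti-cAMP cryptate versus cAMP-d2.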
Mito fusion act: qHTS Assay for Small Molecule Inhibitors of Mitochondrial Division or Activators of Mitochondrial Fusion; S. cerevisiae fusion-defective mutant growth rescue, CellTiterGlo 48 h; hit rate 0.23% among 320,000; Potency, µM (highest dose often 46.1 µM), for the others: at the top dose growth rescue (activation), actives largely listed as activators;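 also: potency is read from the fitted curve at half-maximal effect; % of control where 0% means no effect; nearly all actives have a fitted effect of over 45% in size; temperature-sensitive fusion mutants such as fzo1-1 at 37 °C on non-fermentable ethanol glycerol medium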
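Temperature-sensitive fusion-defective S. cerevisiae (e.g. fzo1-1, mgm1-5) were grown with compound in YPEG medium (3% ethanol, 3% glycerol) for 48 hours at 37C. Growth rescue was measured as viability by CellTiterGlo luminescence after 10 minutes at ambient.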
Eya2 inh: qHTS Assay for Inhibitors of the Phosphatase Activity of Eya2 | recombinant Eya2, OMFP fluorescence dephosphorylation (OMFP is methylfluorescein phosphate) | hit rate 0.006% among 330,000 | Potency, µM (titrated, usually from 76.9 µM), for the others: at the top dose activity, negative = inhibition, actives largely listed as inhibitors | AID 488837, 2010 | Protein phosphatase EYA2 (Homo sapiens), O00167; also: potency is read from the fitted curve at half-maximal effect; % is scaled to controls: 0 for no effect and ±100 for the full control effect
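Eya2 (0.2 uM) preincubated 10 min at ambient with compound, then OMFP substrate added at 50 uM; 10 min reaction in 50 mM HEPES pH 7.5, 50 mM NaCl, 5 uM MgCl2, 0.05% BSA, 1 mM DTT. Fluorescence read at Ex 485/Em 525 nm.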
A-T KAP1 phos: qHTS Assay for Identifying a Potential Treatment of Ataxia-Telangiectasia; […] A-T fibroblasts, KAP-1 phosphorylation AlphaLISA; neocarzinostatin DNA damage 30 min before lysis; Potency, µM (top dose mostly 57.5 µM), without a hit: top-dose activation, usual class: activators; hit rate 0.19% among 320,000; also: potency is read from the fitted curve at half-maximal effect; % of control where 0% means no effect; nearly all actives have a fitted effect of over 45% in size
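ATM-like activity read as KAP-1 phosphorylation via AlphaLISA donor/acceptor antibody pairs after lysis and 6 hr at 25C. Cells were ATM-null patient fibroblasts ([…], hTERT), dosed 60 min, then exposed to the DSB inducer NCS for 30 min.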
ELG1 repair inh: qHTS screen for small molecules that inhibit ELG1-dependent DNA repair in human embryonic kidney (HEK293T) cells expressing luciferase-tagged ELG1; AID 504467, 2011; HEK293T ELG1-luciferase reporter, luminescence, 16 h; DNA damage induced by 5-fluorouridine; Potency, µM (series often up to 46.1 µM), inactives show at the highest dose activity change, negative = inhibition, actives largely listed as inhibitors; hit rate 2.3% among 330,000; also: potency is read from the fitted curve at half-maximal effect; % is scaled to controls: 0 for no effect and ±100 for the full control effect; nearly all actives have a fitted effect of over 55% in size
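Overnight (16 hr) co-exposure of 2,000 cells/well to 5-fluorouridine and compound at 37 °C preceded detection. Luciferase was quantified via ONE-Glo luminescence; loss of signal denotes inhibition.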
KCNH2 3.1 inh: qHTS for Inhibitors of KCHN2 3.1: Mutant qHTS | U2OS KCNH2 3.1, thallium flux FluxOr; hits give low values | hit rate 0.95% among 340,000 | Potassium voltage-gated channel subfamily H member 2, brain isoform KCNH2 3.1 (human) | activity change, % (tested at about 1.8 µM);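 active = maximum activity change below -70%; inconclusive = maximum activity change from -70% to -50%; inactive = maximum activity change above -50%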;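 also: thallium influx rate constant from kinetic fluorescence after stimulation buffer; % is scaled to controls: 0 for no effect and ±100 for the full control effect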
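Normalized rate constant (relative to positive and negative DMSO controls) derived from a 2 min kinetic fluorescence read after stimulation; U2OS cells expressing the 3.1 isoform via virus at 1.77 x 10^8 /mL.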
USP2a block: qHTS Assay for Inhibitors of Ubiquitin-specific Protease USP2a Using CHOP2 as the Reporter; Ubiquitin carboxyl-terminal hydrolase 2 (Homo sapiens), O75604; USP2 core, Ub-CHOP2 coupled fluorogenic reporter, 485/531; Potency, µM (series often up to 38.3 µM), for inactives: top-dose activity change, negative = inhibition, actives largely listed as inhibitors; hit rate 0.01% among 330,000; AID 463254, 2010;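 also: potency is read from the fitted curve at half-maximal effect; plate controls were DMSO wells for no effect and full inhibition by NEM control for full effect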
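USP2 core (10nM final) preincubated 30min RT with compound in 20mM Tris-HCl pH 8.0, 2mM CaCl2, 2mM beta-mercaptoethanol, 0.05% CHAPS; 25nM Ub-CHOP2 plus 25nM reporter substrate added, fluorescence (Ex485/Em531) read after 60min.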
TCR act: Activators of T cell receptors: qHTS campaign; Potency, µM (titrated, usually from 9.22 µM), for the others: at the highest dose activation of IL-2 secretion, hits mostly activators; primary human leukocytes, anti-CD3, IL-2 HTRF, 48 h; AID 504894, 2011; 330,000 tested, under 10 active; also: % of control where 0% means no effect
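Activity was scored as IL-2 release from primary human leukocytes given only a TCR signal (a-CD3 beads) plus compound for 48 hr. Detection used a two-antibody HTRF format read at 665nm.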
KCNH2 WT inh: qHTS for Inhibitors of KCHN2 3.1: Wildtype qHTS. hit rate 0.37% among 340,000. Voltage-gated inwardly rectifying potassium channel KCNH2 (Homo sapiens), Q12809. activity change, % at 1.84 µM. AID 720551, 2013. U2OS, BacMam KCNH2, thallium flux FluxOr; hits give low values;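 active = maximum activity change below -70%; inconclusive = maximum activity change between -70% and -50%; inactive = maximum activity change above -50%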; also: % is scaled to controls: 0 for no effect and ±100 for the full control effect
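U2OS cells were transduced with wild-type KCNH2 virus (2.03 x 10^8 / mL) for 4 h at room temperature, then cultured overnight at 37 C. Thallium flux was read with FluxOr dye. Rate constants were normalized to DMSO controls.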
An asterisk follows results filed as active; i = inactive; ? = inconclusive; . = no result given; [ ] = remark or other dose. Unless noted, calls follow the shape of the dose curve; as a rule, active = well fitted curve in the direction sought with a large enough effect; inconclusive = small, poorly fitted or top-dose-only effect, or another doubt; inactive = no such curve, though single readings can be large; an effect the other way counts as inactive or inconclusive. The list is partial, so the mix of outcomes need not match the whole.

SMILES	TRPV1 ag	TSHR antagonist	Mito fusion act	Eya2 inh	A-T KAP1 phos	ELG1 repair inh	KCNH2 3.1 inh	USP2a block	TCR act	KCNH2 WT inh
Cc1ccc2nc(COc3ccc(Cl)cc3)cc(=O)n2c1	-1	-10	0%	10%	-1%	?	-1	2%	-3%	3
CCCC1(C(=O)OCC)NC(c2ccc(N(C)C)cc2)C2C(=O)N(c3ccc(F)cc3)C(=O)C21 (stereo not drawn)	1	1	2%	7%	-2%	-15%	8	-1%	0%	0
Cc1ccccc1OCC(O)CN1CCN(C)CC1 (stereo not drawn)	7	4	4%	1%	3%	3%	0	-5%	1%	4
COc1ccc(Cn2c(O)c(C=Nc3ccc(C)cc3)c3ccccc3c2=O)cc1	4	14	-3%	-13%	2%	-8%	-9	0%	5%[46.1 µM]	-26
Cc1ccc(NC(=O)CCc2c(C)nn(-c3ccc(N4CCOCC4)nn3)c2C)cc1F	-4	2	-3%	9%	24%	1%	9	5%	-5%	-8
CCOC(=O)Cc1csc(NC(=O)Nc2ccc(OC(F)(F)F)cc2)n1	.	-17	-3%	9%	3%	2.1µM*	-3	5%	0%	3
N#Cc1ccc(S(=O)(=O)N2CCC(C(=O)N3CCN(Cc4ccc5c(c4)OCO5)CC3)CC2)cc1	17	-1	-6%	-5%	12%	?	-5	0%	8%	27
CCC(C)NCCOCCOc1ccc(C)cc1OC (stereo not drawn)	1	10	1%	6%	2%	0%	-5	1%	2%[46.1 µM]	10
Cc1ccc(C(C)C)c(OCc2nnc(SCC(=O)Nc3ncc(C)s3)n2C)c1	21	0	-3%	-28%	-2%	?	7	2%	1%	-6
O=C(/C=C/c1ccccc1)c1ccoc1	?	7	0%	8%	-13%	?	0	0%	-1%	9
Cc1nc(NC(=O)CCc2ccccc2)sc1C	-5	3	-2%	8%	6%	?	-3	2%	.	5
O=C(Nc1cccc([N+](=O)[O-])c1)c1ccc(CN2CCOCC2)cc1	-2	4	1%	1%	.	4%	1	1%	-1%[46.1 µM]	-10
COc1ccc(S(=O)(=O)N2CCCCC2)cc1NS(=O)(=O)c1cc(Cl)ccc1Cl	16	0	20%	9%	7%	2%	5	-2%	0%[46.1 µM]	-2
COC(=O)C1=C(C)Nc2ncnn2C1c1ccc(OC(=O)c2ccccc2)cc1 (stereo not drawn)	0	2	1%	-11%	-12%	?	-15	3%	-6%	-2
COc1ccc(-c2cc(C(=O)Nc3cccc(S(=O)(=O)NCc4ccco4)c3)c3ccccc3n2)cc1OC	1	-36	-3%	6%	0%	5.2µM*	18	-4%	-5%	3
O=C(NCCC1=CCCCC1)C1CCN(S(=O)(=O)c2ccc(Br)s2)CC1	23	-5	-3%	1%	3%	-21%	-4	2%	-1%	0
CCn1nc(C(=O)OCC(=O)NC(C)C)c2ccccc2c1=O	-2	3	-6%	-2%	4%	7%	15	3%	-4%	-6
Cc1oc(-c2ccc(Cl)cc2)cc1-c1nn2c(-c3ccco3)nnc2s1	-1	2	-4%	14%	0%	2%	.	-2%	.	.
O=C(COC(=O)c1ccccc1NC(=O)c1ccco1)Nc1ccc2c(c1)OCO2	15	-6	4%	-2%	4%	-26%	-2	0%	1%	46
OCC[C@H]1C[C@@H](O)[C@H](O)[C@@]2(Cc3ccccc3O2)O1	1	-6	-5%	-9%	7%	1%	-6	1%	-21%	-3
c1ccc(-c2cc(-c3ccccc3)[nH]n2)cc1	7	-6	0%	1%	-9%	?	-11	-1%	-2%	9
O=C(O)c1cccc2c1C(=O)c1ccc(-c3ccc(F)cc3F)cc1S2(=O)=O	-2	1	-6%	-4%	-1%	16%	-3	0%	-29%	-2
OCCCn1c(-c2ccccc2)csc1=Nc1ccccc1	9	-20	-4%	-2%	2%	-25%	3	3%	-2%	-1
CCCCNC(=S)NNC(=O)c1ccoc1C	4	8	-7%	7%	-3%	5%	-1	2%	.	13
CCCn1nc(NS(=O)(=O)c2ccccc2[N+](=O)[O-])c2cc3ccccc3nc21	1	-15	-1%	4%	7%	2%	-7	3%	3%	-9
CCN1CCN(CCCN(Cc2ccco2)C(=S)Nc2cc(Cl)ccc2C)CC1	4	3	1%	-4%	2%	3%	-10	1%	1%	46
COc1ccc(C(=O)/C(C#N)=N/Nc2ccccc2[N+](=O)[O-])cc1	-5	-15	3%	-1%	-6%	?	11	3%	4%[46.1 µM]	37
COc1cc(/C=C/C(=O)OC(C)C(=O)c2ccccc2)cc(OC)c1OC (stereo not drawn)	1	5	25%	-25%	1%	?	-2	1%	1%	8
Cc1cc(C)c(S(=O)(=O)N2CCN(C(=O)c3cc4ccccc4oc3=O)CC2)c(C)c1	1	6	12%	-4%	6%	?	7	-8%	6%	2
COc1ccc2c(Cl)c(C(=O)NCC3CCCO3)sc2c1Cl (stereo not drawn)	26	1	-8%	6%	-6%	?	.	-1%	10%[46.1 µM]	.
CN(C)CCCNC(=O)c1cc(S(=O)(=O)N2CCOCC2)ccc1F	-7	16	-1%	8%	0%	0%	-6	1%	6%	20
C/C(=N/NC(=O)c1ccoc1C)C12CC3CC(CC(C3)C1)C2	1	7	-1%	14%	3%	?	2	3%	-2%	-4
COc1cccc(-c2noc(-c3cccs3)n2)c1	1	2	0%	1%	7%	?	8	0%	.	1
O=C(NCC(=O)N(c1ccccc1)C(C(=O)NC1CCCC1)c1ccncc1)c1cccs1 (stereo not drawn)	0	11	-1%	4%	5%	7%	12	0%	0%	1
Cc1noc(/C=C/N(C)C)c1S(=O)(=O)N1CCCC(C(=O)NCc2ccc(F)cc2)C1 (stereo not drawn)	0	18	1%	8%	6%	-4%	.	0%	.	.
N/C(Cc1ccc(Cl)cc1Cl)=N\OC(=O)c1ccccc1F	10	-3	0%	7%	21%	?	0	-1%	-5%	i
COc1cc(OC)c(/C=C2\SC(=O)N(CC(=O)Nc3ccccc3F)C2=O)c(OC)c1	3	4	2%	7%	-5%	-5%	-14	-1%	-13%	3
O=C(NCCCN1CCCC1)c1cc(Sc2ccc(F)cc2)nc2ccccc12	0	-4	-10%	?	2%	-1%	-78*	-2%	9%	42
Cc1nonc1OCCNc1ccc([N+](=O)[O-])cc1[N+](=O)[O-]	-1	6	-7%	-6%	-1%	0%	-4	0%	9%[46.1 µM]	-1
O=C(CCCO)N/N=C/c1ccccc1[N+](=O)[O-]	-1	-1	-8%	0%	-8%	2%	18	4%	3%[46.1 µM]	0
Cc1nnc(SCC(=O)Nc2ccc([N+](=O)[O-])cc2)n1CC1CCCO1 (stereo not drawn)	1	-6	1%	19%	-11%	1%	-3	1%	-3%	2
O=S(=O)(NCc1cccnc1)c1ccc(Cl)nc1	0	-4	-2%	1%	3%	4%	-1	4%	15%	5
Cc1ccc(C(=O)NNc2nc3ccccc3nc2C(F)(F)F)cc1	23	-6	-2%	14%	3%	-13%	22	1%	4%	-19
C[C@@H](C(=O)NCc1ccccc1)[C@@H]1C[C@@]1(C)[C@@H](NC(=O)OCc1ccccc1)c1ccccc1	-5	0	5%	0%	9%	?	-6	-7%	2%	14
c1ccc(OCc2nc(-c3cccs3)no2)cc1	5	-4	4%	12%	.	?	11	0%	.	-5
CC1=C(C(=O)OC(C)C)C(c2cn(-c3ccccc3)nc2-c2cccs2)NC(=O)N1 (stereo not drawn)	5	3	-19%	-1%	-1%	?	-27	3%	1%[46.1 µM]	-5
CCN(CC)S(=O)(=O)c1cc(NC(=O)c2n[nH]c(=O)c3ccccc23)ccc1C	14	-7	0%	-6%	-3%	?	0	-15%	-4%	5
CCOC(=O)c1ccc2nc(C)c3c(c2c1)OC(C)C3 (stereo not drawn)	?	1	9%	3%	2%	4%	7	2%	-3%	6
COCCn1c(SCC(=O)Nc2ccc(F)cc2)nc2c([nH]c3ccccc32)c1=O	-2	3	0%	-2%	2%	0%	-12	3%	-3%	-5

Source: PubChem (National Center for Advancing Translational Sciences (NCATS))
